Screening data (PubChem)
Lipid storage S3 = qHTS Assay for Lipid Storage Modulators in Drosophila S3 Cells | Drosophila S3 cells, BODIPY lipid droplet fluorescence, 18-24 h; cells fed with added oleic acid | lipid storage change, negative = inhibition, % at the top dose, mostly 46.1 µM; hits show Potency in µM | actives 0.64% (n = 320,000) | AID 2685; active means well fitted inhibition curve with a large enough effect in the signal ratio, with a control signal flat, not every such curve was filed as active; inconclusive means small, poorly fitted or top-dose-only effect, or effect the other way, or a change in a side signal; the % refers to the signal ratio
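Drosophila S3 cells loaded with oleic acid (400 uM, as added) and compounds at several concentrations; lipid droplets imaged by 488-nm laser-scanning cytometry, 500–530 nm intensity and object ratio to cell channel. Percent activity normalized to 20 uM Triacsin C.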
Lipid storage S3 cell count max = second read-out of Lipid storage S3, no call of its own (marks repeat the call); cell number change, %; measured here: cell count max response;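 cells counted by Cell Tracker Red CMTPX staining in the red channel; peak over a dose series mostly up to 46.1 µM; percent activity relative to internal control wells on each plate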
Numbers without * were called inactive; i = inactive; ? = inconclusive; / = not tested or not shown. On the % scale 0 is the no-effect control and ±100 the full control effect; potency means the concentration at half of the fitted maximal effect. An excerpt. The share of hits here may be higher or lower than overall.

Below each SMILES: Lipid storage S3 | Lipid storage S3 cell count max
Cc1ccc(S(=O)(=O)Nc2cccc(N(C)S(C)(=O)=O)c2)cc1[N+](=O)[O-]
→ 1% | 18
COc1ccc(/C=N/Nc2ccc(C(=O)O)cc2)cc1Br
→ -8% | 3
C/C(=N\NC(=S)Nc1cc(S(=O)(=O)N2CCOCC2)ccc1Cl)c1ccccc1F
→ ? | /
COc1cccc(N2C(=O)CC(N3CCN(c4ccc([N+](=O)[O-])cc4)CC3)C2=O)c1 (centres undefined)
→ ? | /
O=[N+]([O-])c1ccc(N2CCCCC2)c(-c2nn[nH]n2)c1
→ ? | /
O=c1onc(-c2cccnc2)n1-c1ccccc1F
→ ? | /
Cc1c(C(=O)NCc2ccc3c(c2)OCO3)oc2ccc(S(=O)(=O)N3CCCCC3)cc12
→ ? | /
CN(C)S(=O)(=O)N1CCC(Cc2ccccc2)CC1
→ -1% | -11
COc1ccc(NC(=O)Cc2c(C)n(C(=O)c3ccc(Cl)cc3)c3ccc(OC)cc23)cc1
→ -20% | -25
CCOC(=O)C1=C(C)N=c2s/c(=C/c3ccccc3)c(=O)n2C1c1ccc(OC)c(OC)c1 (centres undefined)
→ ? | /
COc1ccc(S(=O)(=O)NCCOc2ccccc2)cc1OC
→ i | /
CC(C)OC(=O)c1cc(NC(=O)C2C3C=CC(O3)C2C(=O)O)cc(C(=O)OC(C)C)c1 (centres undefined)
→ 13% | 0
CC(C)OCC1Cn2c(nc3c2c(=O)n(C)c(=O)n3C)O1 (centres undefined)
→ ? | /
Fc1cccc2sc(N3CCOCC3)nc12
→ 8% | 13
COc1cccc(NC(=O)C2CCC(CNS(=O)(=O)c3cccs3)CC2)c1 (centres undefined)
→ 3% | /

Structural class: the compounds so far with a COOH group (2)
Below each SMILES: Lipid storage S3 | Lipid storage S3 cell count max
COc1ccc(/C=N/Nc2ccc(C(=O)O)cc2)cc1Br
→ -8% | 3
CC(C)OC(=O)c1cc(NC(=O)C2C3C=CC(O3)C2C(=O)O)cc(C(=O)OC(C)C)c1 (centres undefined)
→ 13% | 0

More results follow.
Below each SMILES: Lipid storage S3 | Lipid storage S3 cell count max
O=C(COC(=O)CCSc1ccccc1)Nc1ccc(F)cc1Cl
→ ? | /
COc1cc(C(C)=O)ccc1OCC(=O)N(CCC1=CCCCC1)c1c(N)n(Cc2ccccc2)c(=O)[nH]c1=O
→ ? | /
COc1ccc(NC(=O)c2ccc(-c3ccccc3)cc2)cc1S(=O)(=O)N1CCOCC1
→ i | /
CS(=O)(=O)N1N=C(c2ccco2)CC1c1ccco1 (centres undefined)
→ 4% | -3
COc1c(F)c(F)c(C(=O)Nc2c(C)cc(Br)cc2C)c(F)c1F
→ -6% | 1
c1csc(CNc2ncnc3ccc(-c4ccc5c(c4)OCCO5)cc23)c1
→ 7% | 7
CCOc1cc(S(=O)(=O)NCc2ccccn2)c(C)cc1C
→ -7% | -15
NS(=O)(=O)c1ccc(NNC(=O)c2cccs2)cc1
→ 1% | 9
CCC1(C)Cc2nc(Cl)c(C#N)cc2CO1 (centres undefined)
→ ? | /
COc1ccc(S(=O)(=O)Nc2ccccn2)cc1C(=O)Nc1ccccc1
→ 9% | /
CC(C)CCNC(=O)CN(C)S(=O)(=O)c1cccc2nsnc12
→ 11% | -20
O=C(OCC(=O)N(CCc1ccccc1)Cc1ccccc1)c1cc(S(=O)(=O)N2CCOCC2)ccc1F
→ 13% | 5
Cc1ccc(NC(=O)N2CCCC2C(=O)Nc2ccc3c(c2)OCCO3)cc1 (centres undefined)
→ 20% | 30
COc1ccc(N2CCN(C(=O)CN(c3ccccc3)S(C)(=O)=O)CC2)cc1
→ ? | /
COCCn1c(C)cc(/C=C(\C#N)C(=O)OCC(=O)Nc2ccc(S(N)(=O)=O)cc2)c1C
→ ? | /

Structures from the list above that contain a Cl atom, in the order listed:
Below each SMILES: Lipid storage S3 | Lipid storage S3 cell count max
C/C(=N\NC(=S)Nc1cc(S(=O)(=O)N2CCOCC2)ccc1Cl)c1ccccc1F
→ ? | /
COc1ccc(NC(=O)Cc2c(C)n(C(=O)c3ccc(Cl)cc3)c3ccc(OC)cc23)cc1
→ -20% | -25
O=C(COC(=O)CCSc1ccccc1)Nc1ccc(F)cc1Cl
→ ? | /
CCC1(C)Cc2nc(Cl)c(C#N)cc2CO1 (centres undefined)
→ ? | /

Continued.
Below each SMILES: Lipid storage S3 | Lipid storage S3 cell count max
O=C(Cc1ccccc1[N+](=O)[O-])OCC(=O)c1c[nH]c2ccccc12
→ ? | /
Cc1cc(C)c2nc(C)cc(Nc3ccc(C(=O)NCCO)cc3)c2c1
→ 4% | 7
O=c1nc(N(c2ccccc2)c2ccccc2)[nH]c(=O)[nH]1
→ -15% | -1
CN(C)C(=O)CCC(=O)N(C)CC1CCCN(CCc2ccc(F)cc2)C1 (centres undefined)
→ -4% | -4
O=C(Oc1ccc(Cl)c2cccnc12)N1CCCCCC1
→ 2% | 1
c1ccc(-c2c3ccccc3nc3[nH]c4ccccc4c23)cc1
→ ? | /
O=C(NCc1ccco1)c1cccc(S(=O)(=O)N2CCCC2)c1
→ ? | /
O=C(N/N=C/c1ccccc1C(=O)O)c1ccccc1Br
→ ? | /
COc1cccc(OCC(=O)N(C)Cc2nc(-c3cccc(C)c3)no2)c1
→ ? | /
CN1CCN(CCCNC(=O)CCN2C(=O)COc3ccccc32)CC1
→ -20% | /
O=C(Cc1n[nH]c(=O)c2ccccc12)NCc1ccccn1
→ ? | /
CCOC(=O)c1cnc(SCC(=O)NNC(=O)c2ccco2)nc1N
→ ? | /
O=S(=O)(NCCc1ccncc1)c1ccccc1
→ ? | /
Cc1ccc(C(=O)N2CCN(c3ccc(C(F)(F)F)cn3)CC2)c(C)c1
→ ? | /
CN(C)Cc1cccc([N+](=O)[O-])c1O
→ ? | /
O=C(Nc1cccc(C(F)(F)F)c1)Oc1ccc(Cl)c2cccnc12
→ 8.2µM* | -22*
O=C(CCC(=O)NNC(=O)COc1ccc(Br)cc1)NCc1ccccc1
→ -20% | 6
Cc1oc(C(=O)Nc2ccc(O)cc2)cc1COc1ccccc1
→ i | 12
O=C(CCCCCN1C(=O)c2ccccc2C1=O)Oc1ccc2c3c(c(=O)oc2c1)CCC3
→ 5% | -16
O=C(Nc1cccnc1)Nc1ccc2c(c1)OCO2
→ ? | /
CCOc1ccc(-c2nc(CS(=O)(=O)CC(=O)NCc3ccc(F)cc3)c(C)o2)cc1
→ ? | /
O=C(c1cc([N+](=O)[O-])cc([N+](=O)[O-])c1)N(Cc1nnc(-c2ccccc2Cl)o1)C1CC1
→ ? | /
CCOc1cc(CNc2ncn[nH]2)ccc1OCC(=O)NC(C)(C)C
→ 7% | 6
COc1ccc(S(=O)(=O)NC(CCSC)C(=O)NC2CCCCC2)cc1 (centres undefined)
→ i | /
CC(C)(C)c1ccc(C(=O)NNC(=O)c2ccccc2Br)cc1
→ i | /
CCOC(=O)c1ccccc1Nc1cn(C(C)=O)c2ccccc12
→ ? | /
COc1cc(/C=C/C(=O)NC(C)C2CC3CCC2C3)cc(OC)c1OC (centres undefined)
→ 2.9µM* | 14*
CS(=O)(=O)N(CC(=O)Nc1c(F)cccc1F)c1ccc(C23CC4CC(CC(C4)C2)C3)cc1
→ ? | /
CC(=O)Nc1nc(-c2ccc([N+](=O)[O-])cc2)cs1
→ ? | /
CCC(C)(C)NC(=O)CN(C(=O)c1csnn1)c1ccccc1-c1ccccc1
→ -1% | 1
COc1ccc(/C=C/c2ccncc2)c2ccccc12
→ 3% | 1
Cc1ccc(OCCCC(=O)Nc2ccc3c(c2)OCO3)cc1
→ ? | /
Cc1ccc2nc(Cl)c(/C=N/NC(=O)c3ccccc3O)cc2c1
→ ? | /
COC(=O)c1c(-c2cccc(C)c2)csc1NC(=O)C1CCCO1 (centres undefined)
→ 5% | 20
CCOC(=O)N1CCN(CC(O)c2ccc3c(c2)CCN3)CC1 (centres undefined)
→ 8% | -9
Cc1cccc(NC(=S)N2CCN(Cc3ccc4c(c3)OCO4)CC2)c1C
→ i | /
CC1(C)CC(c2nc(-c3ccc([N+](=O)[O-])cc3)cs2)CCO1 (centres undefined)
→ ? | /
COc1ccc(CC(=O)N[C@@H](CCSC)c2nc3ccccc3[nH]2)cc1
→ -16% | /
CC1CCCC(C)N1/N=C/c1ccc([N+](=O)[O-])cc1 (centres undefined)
→ ? | /
CC(=O)Oc1ccc(OC(C)=O)c(S(=O)(=O)c2ccc(C)c(C)c2)c1
→ ? | /
Cc1nn(Cc2ccccc2Cl)c(C)c1C(=O)Nc1nnc(C2CC2)s1
→ ? | /
COc1ccc([N+](=O)[O-])cc1NC(=O)C(C)OC(=O)CC1CCCC1 (centres undefined)
→ 2% | -14
O=C1CN(c2ccccc2)C(=O)N1
→ -8% | 10
C=CCn1c(SCc2c(C)noc2C)nc2sc3c(c2c1=O)CCCCC3
→ ? | /
CCOC(=O)c1oc2ccccc2c1CSc1nnnn1-c1ccccc1
→ -2% | 14

Fetched by compound from the list above, 2 records:
Below each SMILES: Lipid storage S3 | Lipid storage S3 cell count max
CC1(C)CC(c2nc(-c3ccc([N+](=O)[O-])cc3)cs2)CCO1 (centres undefined)
→ ? | /
Cc1cccc(NC(=S)N2CCN(Cc3ccc4c(c3)OCO4)CC2)c1C
→ i | /

Continued.
Below each SMILES: Lipid storage S3 | Lipid storage S3 cell count max
COc1ccccc1N1CCN(C2CCCN(C(=O)CN3CCCCC3=O)C2)CC1 (centres undefined)
→ ? | /
Cc1ccc(NC(=O)CN(C)C(=O)c2ccc(Br)o2)cc1
→ ? | /
Cc1cc(C(=O)OCC(=O)N(C)c2ccccc2)ccc1[N+](=O)[O-]
→ ? | /
COc1ccc(C)cc1S(=O)(=O)NC1CC1
→ i | -21
COCCCNC(=S)N1CCN(c2nc(-c3ccc(F)cc3)cs2)CC1
→ ? | /
Nc1csnc1C(=O)O
→ ? | /
CSc1ccc(C(=O)C2CCCN(C(=O)CCn3cncn3)C2)cc1 (centres undefined)
→ ? | /
Cc1ccc(N(CC(=O)NCc2ccncc2)S(C)(=O)=O)cc1Cl
→ -1% | -13
CC(C)(C)c1cc2cccnc2n1Cc1ccccc1
→ 21% | -6
O=C(Nc1ccc2c(c1)OCO2)C(c1ccc(Cl)cc1)N1CCN(C(=O)c2ccco2)CC1 (centres undefined)
→ ? | /
O=C(CN1CCN(Cc2ccc(Cl)cc2)CC1)N/N=C/c1cccs1
→ 11% | 12
COc1ccc(C2C(C(=O)N3CCN(c4ccccn4)CC3)CCC(=O)N2c2cc(OC)c(OC)c(OC)c2)cc1 (centres undefined)
→ ? | /
OCCNC(=S)NCCc1ccccc1
→ ? | /
COc1ccc(CCNC(=O)CSCc2ccc([N+](=O)[O-])cc2)cc1
→ -8% | 20
O=C(CN1CCOCC1)NN1CC(=O)N(c2ccc(Cl)cc2)CC1=O
→ -4% | 8
CC1CCN(c2nc(CN3CCCCC3)nc3scc(-c4ccccc4)c23)CC1
→ i | 6
O=C(O)c1ccc(Nc2ccc3nonc3c2[N+](=O)[O-])cc1
→ ? | /
CCOC(=O)c1c(C)[nH]c(C(=O)OCC(=O)N(CC(C)C)C2CCS(=O)(=O)C2)c1C (centres undefined)
→ ? | /
CC(=O)Nc1ccc2nc(NC(=O)c3ccco3)sc2c1
→ -25% | 2
CCN(CC)S(=O)(=O)c1ccc2oc(SCC(=O)NCc3ccccc3)nc2c1
→ ? | /
CCOC(=O)C1CCN(S(=O)(=O)c2cccc(-c3cn4cccc(C)c4n3)c2)CC1
→ ? | /
CCOC(=O)c1cnc(-c2ccccc2)nc1Oc1ccc(Cl)c(Cl)c1
→ ? | /
COc1ccc(NCC(=O)N2CCCC2)cc1Cl
→ -7% | -16
Nc1c(C(=O)NCCN2CCOCC2)c2nc3ccccc3nc2n1CCc1ccccc1F
→ ? | /
Cc1cc2cc(OCC(=O)O)ccc2n1C
→ 5% | 19
O=S(=O)(NCCCN1CCOCC1)c1ccc2c(c1)OCCO2
→ ? | /
CC(CC(=O)Nc1ccc(F)cc1F)S(=O)(=O)c1ccc2c(c1)NC(=O)CO2 (centres undefined)
→ i | -21
Cc1ccc(CN(C(=O)C(F)(F)F)C(C(=O)NC2CCCCC2)c2ccco2)cc1 (centres undefined)
→ ? | /
CCOc1c(Br)ccc2c1sc1nc[nH]c(=O)c12
→ 25% | -18
Cc1ccc(CC(=O)c2ccc(Cl)cc2)cc1
→ 2% | -1
Cc1ccc(S(=O)(=O)NCCC(=O)N2CCCCC2)cc1
→ 0% | 4
CCOC(=O)C1CCCN(C(=O)c2cccc(S(=O)(=O)N(C)c3ccc(C)cc3)c2)C1 (centres undefined)
→ ? | /
O=C(CSc1nccn1-c1ccccc1)NCc1ccc2c(c1)OCO2
→ ? | /
C(=N\Nc1nc(Nc2ccccc2)nc(N2CCOCC2)n1)/c1c[nH]c2ccccc12
→ ? | /
O=C(CSc1nnc(-c2ccccn2)n1Cc1ccccc1)N1CCOCC1
→ -17% | 14
Cc1cc(CNC(=O)C2CCC(=O)N(Cc3cccc(C(F)(F)F)c3)C2)no1 (centres undefined)
→ ? | /
Cc1ccc(N2CCN(C(=S)Nc3ccccc3)CC2)cc1
→ 0% | 10
CCCCc1ccc(S(=O)(=O)NC2CCS(=O)(=O)C2)cc1 (centres undefined)
→ -13% | -13
Cc1cccc(NC(=O)C(C)n2cc([N+](=O)[O-])cn2)n1 (centres undefined)
→ -9% | -10
O=C(CN(Cc1ccccc1Cl)C(=O)c1csnn1)NC1CCCC1
→ -2% | -8
C=CCn1c(=N)c(C(=O)NCCCOC)cc2c(=O)n3cccc(C)c3nc21
→ ? | /
CCOC(=O)N=Nc1c(O)n(CC(=O)OC)c2ccccc12
→ -4% | -10
